Shn3 3UTR inh – Schnurri-3 reporter inhibition in Clone20 osteoblasts. Clone20 osteoblast Shn3 3'UTR firefly luciferase, 24 h. inhibition, % at 12.5 µM. 360,000 compounds, 0.52% hits;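 active means mean inhibition of at least 75% with every replicate also reaching 75%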;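 further: 0% = median of neutral control wells and 100% = pilot-screen positive control compound; some compounds past the cut are filed as inactive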
NR2E3 ag-1 – NR2E3 (human) agonism | Q9Y5X4 | inhibition of corepressor binding, % at 4.78 µM | 320,000 compounds, 0.12% hits | GST-NR2E3/biotin-RetCOR TR-FRET, 1536-well | AID 2300;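 active means percent inhibition above the cutoff of mean plus 3 SD of all tested compounds, set per screening campaign, cut at about 20% in these data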;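 further: 0% = DMSO wells and 100% = biotin wells as full block of FRET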
Target sequence (Q9Y5X4 whole entry, looked up): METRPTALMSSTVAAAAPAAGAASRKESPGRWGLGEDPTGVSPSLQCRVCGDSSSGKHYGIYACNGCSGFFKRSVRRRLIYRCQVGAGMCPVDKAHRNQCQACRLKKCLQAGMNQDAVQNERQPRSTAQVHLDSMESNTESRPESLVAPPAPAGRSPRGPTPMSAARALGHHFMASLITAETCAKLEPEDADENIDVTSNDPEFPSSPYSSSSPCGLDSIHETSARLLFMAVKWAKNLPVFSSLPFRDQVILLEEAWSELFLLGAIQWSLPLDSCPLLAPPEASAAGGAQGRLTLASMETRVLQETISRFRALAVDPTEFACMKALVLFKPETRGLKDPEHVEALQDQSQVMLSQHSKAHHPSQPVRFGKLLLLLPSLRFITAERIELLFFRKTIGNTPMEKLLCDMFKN
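Material: NR2E3–RetCOR corepressor complex / Amount: 1.35 nM GST-NR2E3 / Medium: Tris pH 7.5 / Compound: single nominal compound dose of 4.8 µM / Incubation: 5 h at 4 °C / Technique: TR-FRET, Eu(K)-anti-GST donor, streptavidin-D2 acceptor, ex 340, em 617/671 nm / Read-out basis: percent loss of FRET ratio relative to control wells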
CaV13 FRET inh – Primary screen for inhibitors of IQ motif and Ca2+-dependent inactivation inhibitor domain binding in CACNA1D, Förster resonance energy transfer in living cells, … | 340,000 compounds, 0.098% hits | HEK cells, CFP/YFP FRET ICDI-IQ, plate reader, 10 min; percent FRET-ratio fall versus neutral wells | inhibition, % at 12.3 µM;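 active means mean replicate inhibition of at least 30% and at least 1% of replicates passing that level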;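 further: 0% = median of the neutral control wells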
KKLEB cytotox – counter-screen for CF NF-kB inhibitors: cytotoxicity. KKLEB CF airway cells viability, ATPlite luminescence, overnight; active compounds read low; cells stimulated with P. aeruginosa culture filtrate. activity change (cytotoxicity), % at 5 µM. 360,000 compounds, 0.36% hits;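 active means corrected activity change at or below -50% at 5 µM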
MITF TRPM1 inh – MITF TRPM1 promoter inhibition in SK-MEL-5 cells; SK-MEL-5 TRPM1 promoter luciferase, 24 h; inhibition, % at 12.5 µM; 330,000 compounds, 0.83% hits; AID 488899;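 active means mean inhibition across replicates of 60% or more, whatever share of single replicates reaches that level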; further: values of inactives mirror those of a sister screen read the other way
PDI inh – inhibitors of human protein disulfide isomerase | P07237 | PDI insulin aggregation turbidity, A650, 90 min | inhibition, % at 10 µM | 350,000 compounds, 0.052% hits;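 active means mean inhibition across replicates of 30% or more, whatever share of single replicates reach that level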;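 further: absorbance from insulin aggregation driven by PDI reduction with DTT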
Target sequence (P07237 whole entry, looked up): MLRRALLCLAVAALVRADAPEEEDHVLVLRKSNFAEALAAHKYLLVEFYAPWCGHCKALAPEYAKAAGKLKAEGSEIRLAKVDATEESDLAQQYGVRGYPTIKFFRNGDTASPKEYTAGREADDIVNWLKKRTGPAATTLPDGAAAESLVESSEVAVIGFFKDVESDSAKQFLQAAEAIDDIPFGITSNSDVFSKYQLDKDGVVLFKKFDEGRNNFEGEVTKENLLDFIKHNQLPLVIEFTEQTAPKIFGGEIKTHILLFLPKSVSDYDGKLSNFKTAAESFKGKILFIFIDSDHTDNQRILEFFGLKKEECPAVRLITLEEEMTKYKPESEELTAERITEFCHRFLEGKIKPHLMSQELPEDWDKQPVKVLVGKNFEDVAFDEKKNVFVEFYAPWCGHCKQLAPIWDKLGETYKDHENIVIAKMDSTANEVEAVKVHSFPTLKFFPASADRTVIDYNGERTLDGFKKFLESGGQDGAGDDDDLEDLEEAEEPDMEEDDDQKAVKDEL
Vif inh – blocks HIV Vif function | 340,000 compounds, 0.35% hits | HEK293T cells, Vif self-association by quenched fluorescence, imaging, 24 h | AID 602346 | inhibition, % at 7.49 µM; in the data active means inhibition above about 50%, passing the limit was not always enough; further: some results filed as inactive read as strong as hits
NR2E3 ag-2 – human photoreceptor-specific nuclear receptor agonism | Q9Y5X4 | CHO-S Gal4-NCOR/VP16-NR2E3 two-hybrid, luciferase | inhibition of corepressor binding, % at 3.98 µM | 360,000 compounds, 0.35% hits | AID 602229;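 active means inhibition above the mean of all tested compounds plus 3 SD, cut at about 70% in these data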;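 further: 0% = DMSO with NR2E3 transfected cells and 100% = cells lacking NR2E3 construct; higher means lower luciferase signal from less NR2E3 corepressor binding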
HIF-2a inh – HIF-2a inhibition | 786-0 RCC cells HIF-2a reporter, luciferase luminescence, overnight | inhibition, % at 18.8 µM | 360,000 compounds, 0.72% hits | AID 624352;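 active means inhibition of the luminescence signal of 40% or more relative to plate controls, in a single-dose primary screen at 18.75 µM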
CF NFkB block – inhibitors of cystic fibrosis induced NF-kB; AID 588850; KKLEB NF-kB-GFP reporter, PAF-induced, GFP fluorescence overnight; inhibition, % at 5 µM; 360,000 compounds, 0.86% hits;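 active means at least 50% inhibition at 5 µM, scaled per plate between neutral and stimulator controls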;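 further: PAF is a Pseudomonas aeruginosa culture filtrate used as stimulus; plate controls were PAF-stimulated DMSO wells for no effect and unstimulated DMSO wells for full effect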
Peg3 prom inh – reduces Peg3 promoter-driven luciferase expression in HeLa; HeLa PEG-Prom luciferase reporter, luminescence, overnight; inhibition, % at 20 µM; 360,000 compounds, 1.7% hits; AID 588405;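 active means inhibition of at least 50% at 20 µM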
An asterisk follows results filed as active; / = not tested or not shown; & = joins results of further samples.

SMILES	Shn3 3UTR inh	NR2E3 ag-1	CaV13 FRET inh	KKLEB cytotox	MITF TRPM1 inh	PDI inh	Vif inh	NR2E3 ag-2	HIF-2a inh	CF NFkB block	Peg3 prom inh
O=C(Nc1ccccc1)Nc1csc2ccccc12	-49	-1	-19	16	/	-4	-3	-78	-270	-1	-227
CCN(CC)c1ccc(NC(=O)COC(=O)/C=C/c2nc3ccccc3s2)cc1	-36	-1	-5	6	-7	-23	0	1	-58	-9	-11
CC1=C(C(=O)N(C(C)C)C(C)C)CC(CC(=O)NCCCCc2ccccc2)C(=O)N1CCC1=CCCCC1 (configuration not stated)	8	/	-6	7	/	/	/	26	0	0	19
CN(C)C=C1C(=O)c2ccccc2C1=O	-17	-2	-6	-6	32	-7	3	-105	-16	4	-3
CCCSc1nnc2nc(C)cc(C)n12	1	1	-2	-10	-2	/	28	-3	-19	17	-16
CC(NC(=O)CN(C)S(=O)(=O)c1ccc(F)cc1)C1CC2CCC1C2 (configuration not stated)	1	4	-6	9	/	1	-3	-3	3	12	-13
CN(C)C(CNc1ccc(S(C)(=O)=O)cc1[N+](=O)[O-])c1ccccc1 (configuration not stated)	-8	3	-7	4	16	8	-6	26	4	-17	4
O=C(C1CCN(S(=O)(=O)c2ccc(F)cc2)CC1)N1CC=C(c2ccccc2)CC1	8	-2	-6	-6	6	4	4	-20	7	12	13
CN(C)CC(CCC(CN(C)C)C(=O)c1ccccc1)C(=O)c1ccccc1 (configuration not stated)	98*	/	/	-61*	97*	3	5	46	94*	90*	109*
COc1ccc(CC(=O)Nc2sc(Cc3ccccc3)c(C)c2C(N)=O)cc1	5	-4	-8	-6	3	-2	-2	13	3	-21	9
CCO[C@H]1OC(C(=O)N2CCCCCCC2)=C[C@@H](C)[C@@H]1CCCO	8	3	-11	-4	5	0	-4	-12	2	4	0
Cc1ccc(S(=O)(=O)N2CCCCC2)cc1NC(=O)COC(=O)C1CC2C=CC1C2 (configuration not stated)	30	3	-3	0	9	-1	-13	-2	14	-11	14
Cc1cccc(C)c1NC(=O)CC(NCc1ccco1)C(=O)O (configuration not stated)	3	0	-5	1	3	-17	7	-5	11	6	-63
CCN(CC)C(=O)N1CCc2ccccc2C1CN1C(=O)c2ccccc2C1=O (configuration not stated)	-8	1	/	0	12	4	-1	-4	12	1	3
Cc1ccc(S(=O)(=O)CCC(=O)N(CCCN2CCOCC2)c2nc3ccccc3s2)cc1	-21	-1	-6	-10	-41	5	-13	-49	-138	49	45
CCCc1cc(C(=O)Nc2ccc(C#N)cc2)no1	-1	7	-7	-5	-7	9	-2	-36	-140	-2	-92
COc1ccc(C(=O)NNC(=O)CN2CCN(c3nc(-c4ccccc4)cs3)CC2)cc1	13	-6	-7	2	6	-7	7	-22	11	-7	15
CCOC(=O)C1=C(C)NC(=O)NC1c1ccccc1 (configuration not stated)	4	3	-8	-1	-5	-2	-11	11	11	-16	9
CCC(=O)N1CCC1(C)C(=O)Nc1nccs1 (configuration not stated)	-27	/	-5	-9	/	-4	4	-19	17	13	6
O=C(O)c1ccc2c(c1)N(Cc1ccccc1F)C(=O)c1ccccc1S2=O (configuration not stated)	1	-3	-2	3	2	/	-13	-19	9	1	2
O=C(CCN1CCCCCC1)Nc1cccc(F)c1	6	-3	0	-12	1	10	-3	5	10	-8	-6
CCN1C(=O)/C(=C2/C(=O)N3c4c(cc(OC(C)=O)cc42)C(C)=CC3(C)C)SC1=S	-8	-2	-3	4	1	-10	12	-31	21	10	17
Cc1cc(C)nc(NS(=O)(=O)c2ccc(N/C=C/C(=O)c3ccc(Cl)cc3)cc2)n1	-7	-3	-10	9	13	-6	3	-16	8	-7	-1
CCCN(CC(=O)Nc1ccccc1OC)C(=O)c1ccc2ncsc2c1	-16	2	-5	-3	3	8	-1	10	-3	-6	15
Cc1ccccc1N1C(=O)C2CCCN2C1=S (configuration not stated)	-6	2	-2	6	3	-12	-4	11	17	24	-4
CCCn1c(N)c(C(=O)CN2CCc3ccccc3C2)c(=O)n(C)c1=O	-18	-2	-8	-5	9	-5	2	-17	5	-15	12
COc1ccccc1CNC(=O)C(C)NS(=O)(=O)c1ccccc1 (configuration not stated)	13	-3	/	2	18	17	1	7	-37	-3	-67
CCOC(=O)N1CCN(C(=O)c2ccc(CS(=O)(=O)c3ccccc3OC)o2)CC1	3	4	-5	7	10	3	-5	10	15	-19	25
Cc1cc(C(=O)CSc2nnc(N)s2)c(C)n1CCc1ccc(F)cc1	4	2	-9	-1	-15	-1	-15	-13	-75	7	-62
CN(c1ccc(C(=O)NCc2cccnc2)cc1)S(=O)(=O)c1ccc(Cl)cc1	10	3	-6	3	-13	-16	3	26	19	-4	23

Continued, overlapping the part above by 3 compounds.
SMILES	Shn3 3UTR inh	NR2E3 ag-1	CaV13 FRET inh	KKLEB cytotox	MITF TRPM1 inh	PDI inh	Vif inh	NR2E3 ag-2	HIF-2a inh	CF NFkB block	Peg3 prom inh
CCOC(=O)N1CCN(C(=O)c2ccc(CS(=O)(=O)c3ccccc3OC)o2)CC1	3	4	-5	7	10	3	-5	10	15	-19	25
Cc1cc(C(=O)CSc2nnc(N)s2)c(C)n1CCc1ccc(F)cc1	4	2	-9	-1	-15	-1	-15	-13	-75	7	-62
CN(c1ccc(C(=O)NCc2cccnc2)cc1)S(=O)(=O)c1ccc(Cl)cc1	10	3	-6	3	-13	-16	3	26	19	-4	23
C=CCn1c(SCCC(=O)O)nnc1-c1cccs1	5	-1	-5	13	-7	-1	-6	11	0	-22	-2
CC(C)C[C@H]1CN([C@@H](CC(C)C)CN2CCC[C@@H]2CN2C(=O)C(=O)NC[C@@H]2Cc2ccccc2)C(=O)C(=O)N1CCc1ccccc1	-22	/	/	-11	-1	1	/	6	11	4	7
COc1ccc(Cc2c(-c3ccccc3)nc3ccc(Br)cn23)c(C)c1	-53	/	-7	3	/	/	12	-67	-236	18	-120
O=C(COc1ccccc1)Nc1ccc(CN2CCCCC2)cc1	-27	5	1	4	11	2	-1	16	6	-10	-16
COc1ccc(S(=O)(=O)N(C)C[C@H]2Oc3ncc(-c4ccncc4)cc3C(=O)N([C@@H](C)CO)C[C@@H]2C)cc1	-20	/	-6	-12	/	-5	-2	3	1	2	8
Cc1cc(OC(=O)c2c(C)cc(OC(=O)c3c(C)cc(O)cc3O)cc2O)cc(O)c1C(=O)O	-21	3	/	3	/	/	-4	-8	16	-4	-1
COc1ccc(C2/C(=C(/O)c3ccc(C)cc3)C(=O)C(=O)N2CCCN2CCOCC2)cc1 (configuration not stated)	-1	5	-2	-5	1	24	30	-7	5	8	3
Cc1ccsc1/C=N/N1CCN(Cc2ccccc2)CC1	-24	1	-2	2	-45	-11	12	-36	-190	-5	-92
CC1CCCC(NC(=O)C2CCC(CNc3c(N4CCCCC4)c(=O)c3=O)CC2)C1C (configuration not stated)	-4	2	-1	-9	16	3	3	6	5	-4	5
CC1(C)CC2(C)OCCN2C(=S)N1 (configuration not stated)	-5&5	4	-5&-2	13&0	1	-5&-3	5&2	-32&8	10&10	-8&-2	0&12
C=C(C)Cn1c2ccc(NC(=O)CCc3cccc(Cl)c3)cc2c(=O)n1C	-13	/	-7	-16	/	-4	0	-25	-30	16	-29
O=C(CN1CCc2cc3c(cc2C1)OCCCO3)Nc1c(F)cccc1F	32	1	-5	-28	-2	-3	-3	3	-3	-5	23
CCCc1c(O)c2ccccc2[nH]c1=O	2	1	-5	-3	-5	8	6	-21	6	0	9
Cn1c(Cn2nnc3ccccc32)nnc1SCC(N)=O	-11	-2	-9	1	9	0	-2	-9	1	-1	6
CC1(C)NC(=O)N(c2ccc([N+](=O)[O-])c(C(F)(F)F)c2)C1=O	29	0	-5	1	-2	1	-6	9	13	7	-1
Cc1ccc(OCC(=O)NCCCNC(=O)c2cnccn2)cc1C	-24	-3	-4	2	13	10	-43	-15	11	6	4
Cc1ccc(S(=O)(=O)C2(C(=O)NC3CCCCC3)CC2)cc1	-4	0	-5	0	-8	0	-9	6	-2	3	4
CCN(c1ccc(OCC(=O)OCC(=O)c2c(N)n(C)c(=O)n(C)c2=O)cc1)S(=O)(=O)c1ccccc1	1	2	-7	-5	4	3	15	-21	19	5	15
CCc1ccc(NC(=O)Cn2nnc(C(=O)NCc3ccco3)c2N)cc1	3	4	-1	7	5	13	-4	-16	13	1	4
CCCc1cc(-c2n[nH]c(C(=O)OCC)c2-c2cscn2)c(O)cc1O	20	0	-6	6	7	25	-10	-46	7	-1	8
CN1C(=O)[C@H]2[C@@H](c3ccc(C(F)(F)F)cc3)N[C@]3(CCCN(Cc4cccn4C)C3=O)[C@H]2C1=O	15	/	-4	0	/	0	/	11	6	13	7
COc1cc(/C=C/C(=O)OCC(=O)Nc2ccc(S(N)(=O)=O)cc2)ccc1O	3	-1	-8	10	4	5	7	-6	10	-14	4
COc1cc(/C=N/NC(=O)Cn2cnc3c2c(=O)n(C)c(=O)n3C)ccc1O	-9	2	-2	-13	-7	3	1	-11	14	-9	3
Cc1ccc(NC(=O)COC(=O)c2cc(=O)c3cc(F)ccc3o2)cc1	21	/	-12	0	-6	-5	6	-6	-29	-22	-21
CC(=O)NC(CCS(C)(=O)=O)C(=O)Nc1cc(C)ccc1C (configuration not stated)	-1	2	-3	22	-3	/	/	0	5	-5	4
N#Cc1ccccc1NC(=O)c1ccccc1OCC(=O)Nc1ccc2c(c1)oc1ccccc12	26	0	-9	-35	-11	-3	-2	-10	-16	2	-17
CCCc1cc(O)c2c(C)cc(=O)oc2c1	-19	7	-8	11	-3	10	/	-20	-19	28	-2
COCCn1c(SCC(=O)c2ccc(Cl)cc2)nnc1C(C)C	15	-4	/	-1	6	4	-1	0	5	0	5
CCC(CC)c1nnc(NC(=O)c2ccc([N+](=O)[O-])cc2)s1	-6	-1	-5	5	6	-4	1	-19	-49	-6	-51
CC1CCN(Cc2cc(=O)oc3ccc(C(C)C)cc23)CC1	20	1	-1	-2	-36	1	-6	-12	14	13	2
Cc1noc(-c2ccc(C(F)(F)F)cc2)c1NC(=O)Nc1ccc(Cl)cc1	60	0	-19	-22	/	-3	-13	12	-3	41	43
CC(=O)C1C(=O)CC(c2ccc(Cl)cc2)CC1=O (configuration not stated)	3	-3	-17	0	-1	-3	5	-17	30	25	13
CCN(C(=O)CO/N=C/c1ccc(OC)cc1OC)c1c(N)n(Cc2ccccc2)c(=O)[nH]c1=O	-20	3	-14	6	-7	-5	4	-17	8	3	1
CCC(C)(C)n1nnnc1C(c1cc2ccc(OC)cc2[nH]c1=O)N1CCN(C2CCCCC2)CC1 (configuration not stated)	-9	2	-3	4	-6	-1	2	-10	-9	16	25

Screening results (PubChem)
